Source: PubChem
HTRA1 inhibitor: inhibitors of human serine peptidase HTRA1 | Q92743 | inhibition, % at 5.96 µM | actives 0.5% (n = 340,000) | recombinant HTRA1, FP-rhodamine activity-based probe, fluorescence polarization | AID 504803; in the data active means inhibition above about 36%;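 further: 0% = enzyme with DMSO and 100% = wells lacking enzyme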
UHRF1 binding: blocks human UHRF1 binding to methylated DNA; inhibition, % at 4.4 µM; UHRF1 binding to methylated oligo, TR-FRET; AID 687016; actives 0.75% (n = 370,000); in the data active means inhibition above about 21%;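 further: UHRF1 SRA domain binding a hemimethylated CpG hairpin DNA probe; 0% = median of test compound wells and 100% = reference inhibitor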
PRMT1 inh: inhibitors of human PRMT1 | Q99873 | recombinant PRMT1, activity-based probe fluorescence polarization | inhibition, % at 2.79 µM | actives 1.3% (n = 370,000);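 active means inhibition above about 21% made by adding two undisclosed values, limit read from the data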
Target sequence (Q99873 whole entry, looked up): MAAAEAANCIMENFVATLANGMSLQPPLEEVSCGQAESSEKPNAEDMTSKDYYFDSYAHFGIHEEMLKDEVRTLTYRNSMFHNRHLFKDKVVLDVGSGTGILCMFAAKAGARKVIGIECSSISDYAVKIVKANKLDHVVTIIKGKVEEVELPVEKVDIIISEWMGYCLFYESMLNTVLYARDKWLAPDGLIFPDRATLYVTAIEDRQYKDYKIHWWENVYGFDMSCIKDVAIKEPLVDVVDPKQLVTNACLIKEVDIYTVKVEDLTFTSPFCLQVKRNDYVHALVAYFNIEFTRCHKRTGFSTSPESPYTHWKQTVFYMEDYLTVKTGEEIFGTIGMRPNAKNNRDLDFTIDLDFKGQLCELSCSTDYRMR
rCAG RNA binder: r(CAG) repeat RNA binding | TO-PRO-1 dye displacement fluorescence | actives 1.3% (n = 370,000) | AID 651821 | inhibition, % at 3 µM;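 active means inhibition above the plate cutoff, the mean of all test compounds on that plate plus 3 SD, cut at about 35% in these data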;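 further: 0% = DMSO alone and 100% = 100 µM mitoxantrone as full dye displacement; higher means more dye released from RNA so lower well fluorescence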
NPR1 activator: GC-A (human) enzyme activation. HEK293 GC-A cells, cGMP TR-FRET, EC30 ANP; 0% at EC30 ANP, 100% saturating ANP. P16066. actives 0.14% (n = 370,000). activation, % at 10 µM; in the data active means activation above about 40%
ABHD4 inh: ABHD4 (mouse) inhibition, primary FP screen; Q8VD66; purified mABHD4, FP-Rh probe fluorescence polarization; inhibition, % at 8.92 µM; actives 0.54% (n = 370,000); AID 720543;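 active means inhibition exceeding the mean over every tested compound plus 3 SD, cut at about 30% in these data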;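 further: 0% = plate median of compound wells and 100% = S159A mutant with DMSO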
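Test system: mABHD4 protein | Buffer or medium: HEPES pH 7.0 buffer, 150 mM NaCl, 0.01% Pluronic F-127 | Probe or stimulus: FP-Rh fluorescent activity-based probe, added after compound pre-incubation | Timing: Pre-incubation 45 min, probe exposure 60 min, at 25 °C | Technique: Fluorescence polarization, excitation 525 nm, emission 598 nm, BODIPY TMR filters | Repeats: Single well per compound (singlicate)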
TCR CD3 inh: human TCR-CD3 binding inhibition | inhibition, % at 9.4 µM | actives 0.37% (n = 360,000) | TAMRA-labeled TCR probe fluorescence, biochemical; in the data active means inhibition above about 19%;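 further: recombinant mutant TCR 2C K166C tagged with TAMRA read by polarization; 0% = receptor in buffer alone and 100% = receptor with positive control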
SIAE inh: human SIAE inhibition, primary screen; inhibition, % at 9.66 µM; SIAE FP-Rh probe binding, fluorescence polarization; actives 0.69% (n = 370,000);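 active means inhibition above a cutoff: mean of compounds within the control limits plus 3 SD of those, cut at about 17% in these data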;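 further: 0% = plate median of compound wells and 100% = probe without SIAE protein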
MBD2 DNA inh: inhibitors of human MBD2 binding to methylated oligonucleotide; Q9UBB5; TR-FRET; inhibition, % at 4.4 µM; actives 0.31% (n = 370,000); AID 686964; in the data active means inhibition above about 13%
Target sequence (Q9UBB5 whole entry, looked up): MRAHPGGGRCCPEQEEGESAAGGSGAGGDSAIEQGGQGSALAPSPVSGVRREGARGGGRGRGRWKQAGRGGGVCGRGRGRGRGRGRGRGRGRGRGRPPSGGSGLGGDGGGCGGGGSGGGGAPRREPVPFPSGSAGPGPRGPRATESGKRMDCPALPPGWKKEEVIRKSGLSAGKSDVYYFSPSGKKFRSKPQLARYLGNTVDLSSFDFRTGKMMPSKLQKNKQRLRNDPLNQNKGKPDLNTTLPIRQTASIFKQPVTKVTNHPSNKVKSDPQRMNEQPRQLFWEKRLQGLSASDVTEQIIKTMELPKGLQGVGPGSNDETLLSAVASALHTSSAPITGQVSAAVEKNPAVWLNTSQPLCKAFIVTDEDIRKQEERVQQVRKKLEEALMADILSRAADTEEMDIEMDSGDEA
GC-B act: GC-B (human) receptor activation; P20594; HEK293-GC-B cells, CNP EC30, cGMP TR-FRET; 0% at EC30 CNP, 100% saturating CNP; actives 0.11% (n = 370,000); activation, % at 10 µM;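 active means activation at 10 µM reaching about 35% in either raw or pattern-adjusted values, limit read from the data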
* hit, by the source's call; . = not tested or not shown. This is a subset; count on the stated rates, not on these rows.

Compound | HTRA1 inhibitor | UHRF1 binding | PRMT1 inh | rCAG RNA binder | NPR1 activator | ABHD4 inh | TCR CD3 inh | SIAE inh | MBD2 DNA inh | GC-B act
Cn1c(C(=O)N2CCCC(C(=O)NCCc3ccccc3)C2)cc2sccc21 (stereo not given) | -2 | -3 | 0 | -5 | 6 | 3 | -4 | -6 | 2 | -4
Cc1ccc(SCCNC(=O)c2ccc(C)c(S(=O)(=O)Nc3ccccc3C)c2)cc1 | -58 | 1 | 1 | 5 | 0 | -45 | -3 | -36 | 1 | -3
O=C(NCCCN1CCCC(O)C1)c1cc(COc2ccc(F)cc2F)on1 (stereo not given) | -3 | 8 | 7 | -2 | 8 | -13 | -8 | -6 | 3 | 0
COc1ccc(N(CC(=O)Nc2cccc(C)c2)S(=O)(=O)c2c(C)noc2C)cc1 | -17 | -1 | 3 | 0 | -4 | -3 | -9 | -5 | 3 | -2
O=C(O)c1ccc(N2C(=O)c3cccc4cccc(c34)C2=O)cc1 | 3 | 0 | 5 | 11 | 4 | 0 | -3 | -8 | -2 | 5
COc1ccc(OC)c(Nc2nc(N)nc(CCl)n2)c1 | 2 | 2 | -4 | 2 | 0 | -2 | 1 | 0 | -6 | -2
CC(C)CNC(=O)CO/N=C/c1ccccc1Cl | 8 | -1 | 2 | -4 | 4 | 5 | -4 | 2 | 1 | 3
OC(c1ccccc1)c1ccncc1 (stereo not given) | 10 | 3 | 3 | 11 | -1 | -14 | -15 | -2 | 8 | 5
COc1ccc(CCNS(=O)(=O)c2ccc(-n3cnnn3)c(OC)c2)cc1OC | 6 | 1 | 2 | 0 | 0 | 2 | -2 | 6 | 5 | 0
CNC[C@@H]1Oc2c(NS(C)(=O)=O)cccc2C(=O)N([C@@H](C)CO)C[C@H]1C | -3 | 4 | -4 | 3 | 1 | -13 | 2 | -2 | 3 | 2
Cc1ccc(NC(=O)CCNC(=O)c2ccc(Br)cc2)cc1S(=O)(=O)N1CCCCCC1 | -51 | -3 | -1 | 2 | -5 | -18 | -2 | -25 | 1 | -5
O=C(Nc1ccccc1Cl)Nc1ccnn1C1CCN(C(=O)CCN2CCCO2)CC1 | 1 | 1 | 2 | -1 | -5 | -7 | 4 | 0 | 1 | -4
Cc1ccc(NC(=O)CSc2nnc(NC(=O)c3ccc(S(=O)(=O)N4CCOCC4)cc3)s2)cc1 | 0 | -4 | -4 | 8 | 3 | -4 | 4 | -1 | -6 | 2
Fc1ccc(/C=N/NC(=S)Nc2cccnc2)cc1F | 0 | -2 | 3 | -4 | -1 | 4 | 3 | 4 | 4 | -6
COc1cc(OC)cc(C(=O)NCC(=O)Nc2ccc(C)c(Cl)c2)c1 | -21 | 0 | 3 | 6 | 2 | -7 | -6 | -5 | 2 | 2
Cn1nc(-c2ccccc2)c2cc(C(=O)O)sc21 | -4 | -2 | 1 | 2 | -1 | -1 | 5 | -3 | 2 | 2
CCOc1ccccc1N(CC(=O)Nc1ccccc1F)S(=O)(=O)c1ccccc1 | -27 | 0 | 0 | -3 | -10 | -4 | -2 | -7 | -3 | -4
CC(=O)NCCc1ccc(S(=O)(=O)Nc2ccc(NC(=O)c3ccc(F)cc3)cc2)cc1 | -10 | 2 | -6 | 5 | -2 | -15 | -4 | 1 | -4 | 1
O=C(/C=C\Nc1ccc2c(c1)OCO2)c1ccccn1 | 4 | -3 | -1 | 2 | 10 | 1 | -1 | -4 | 9 | 9
Cc1cccc(C(=O)N2CCN(S(=O)(=O)c3ccc4c(c3)OCCCO4)CC2)c1[N+](=O)[O-] | -4 | 3 | 6 | -4 | -4 | -8 | -2 | -9 | 3 | -3
CN1N=C(C(=O)N2CCN(c3ccc([N+](=O)[O-])cc3)CC2)CCC1=O | 0 | -3 | 0 | 1 | 1 | 3 | 0 | -2 | -4 | -5
O=C(CSc1nnc(Cc2ccccc2)o1)Nc1ccccc1 | 5 | 18 | 4 | -4 | 2 | -4 | -6 | -3 | 3 | 0
CCOc1ccccc1C(=O)NC1CCN(CC(=O)Nc2cc(OC)ccc2OC)CC1 | 0 | 4 | -2 | 1 | 2 | -6 | -9 | 0 | -3 | 2
O=C(CSc1n[nH]c(-c2ccncc2)n1)Nc1ccc(Cl)cc1 | 4 | -2 | -5 | 4 | -3 | 1 | 2 | 2 | -3 | -8
CS(=O)(=O)/C(C#N)=C/c1cccn1S(=O)(=O)c1cccc2ccccc12 | . | -2 | 0 | 3 | -5 | 8 | 0 | 3 | 0 | -3
CCN(CC)Cc1cc2[nH]c3c4ccc(Cl)cc4ncc3c2cc1OC | 5 | 9 | 0 | 8 | 4 | 0 | 2 | 0 | 3 | 3
O=C(c1cccc(Cl)c1)N1CCN(Cc2c[nH]c3ccccc23)CC1 | 8 | -1 | -1 | -7 | 2 | 5 | 4 | -6 | 1 | -7
N#CCCNS(=O)(=O)c1ccc(C(=O)OCC(=O)Nc2ccc3c(c2)OCO3)cc1 | 1 | 7 | -1 | 1 | 0 | 1 | -5 | 4 | 4 | 6
O=C(CN1CCN(CC(=O)c2ccccc2)CC1)c1ccccc1 | 5 | 3 | 9 | 6 | 1 | 0 | 1 | 5 | 0 | 2
CCCn1nc2ccccc2c1P(=N)(N1CCOCC1)N1CCOCC1 | 8 | -3 | 1 | 0 | 2 | -3 | 7 | 0 | -2 | 4
COc1ccc(S(=O)(=O)N2CCCCC2)cc1NC(=O)CSc1ncnc2ccccc12 | -35 | 0 | 2 | 9 | 7 | -2 | -8 | -15 | -1 | 19
Cc1cc(-c2cc(NC(=O)Cc3c[nH]c4ccccc34)ccc2Nc2cccnc2)ccc1F | . | -3 | 3 | 15 | 2 | 16 | -5 | 10 | 1 | -7
CCOC(=O)c1sc(NC(=O)c2cccc(S(=O)(=O)N3CCc4ccccc43)c2)c(C#N)c1C | -14 | 0 | 1 | 26 | -8 | 12 | 1 | 7 | 4 | -3
CCOC(=O)c1c(-c2ccccc2)oc2ccc(OC(C)C(=O)O)cc12 (stereo not given) | -9 | 0 | 1 | 29 | 5 | -4 | 13 | -6 | -1 | -6
COc1ccc(NC(=O)C2CCN(Cc3cnn(-c4ccccc4)c3-n3cccc3)CC2)cc1OC | -4 | 7 | 0 | 4 | 0 | 1 | -6 | 3 | -2 | 4
CCC(C)[C@H](NC(=O)[C@H](Cc1ccccc1)n1c(=O)[nH]c2ccccc2c1=O)C(=O)NCC1CCC(C(=O)O)CC1 (stereo not given in full) | -2 | -1 | -3 | 4 | 2 | 1 | 3 | 13 | 6 | -1
CCN(CC(=O)NCC(=O)Nc1ccc(Br)cc1C)Cc1ccccc1 | -14 | -3 | -7 | -4 | 0 | -2 | 5 | -5 | -5 | -4
Cn1cccc1CC(=O)N/N=C/c1ccc([N+](=O)[O-])cc1 | . | -2 | -1 | 7 | 0 | 1 | -8 | 6 | -3 | -6
Nc1ccc(S(=O)(=O)Nc2nc(-c3ccccc3)cc(-c3ccccc3)n2)cc1 | -31 | -1 | 2 | 25 | 2 | -25 | -4 | -29 | 5 | -1
COc1cccc(-c2cc3nc(-c4ccccc4)cc(N4CCN(C(=O)c5ccoc5)CC4)n3n2)c1 | -88 | -2 | 2 | 15 | -8 | -22 | 2 | -27 | -7 | -5
CCOC(=O)c1ccc(NC(=O)CCNS(=O)(=O)c2cc(Br)cnc2N)cc1 | -6 | 1 | -4 | 10 | -6 | -14 | -3 | -1 | -5 | -6
CC(=O)N1CCN(C(=O)CNC(=O)c2ccc(Br)o2)CC1 | 1 | 3 | 3 | -4 | 2 | -1 | 1 | 0 | 3 | 4
O=c1cc(-c2ccc(O)cc2)oc2cc(O)c(C3OC(CO)C(O)C(O)C3O)c(O)c12 (stereo not given) | 4 | -5 | -1 | 7 | -1 | 3 | 28* | 8 | -5 | -4
COC(=O)Cn1nc(-c2ccc(C)c(S(=O)(=O)N(C)C)c2)c2ccccc2c1=O | 4 | 0 | -4 | -3 | 4 | -9 | -2 | 2 | 1 | 10
COc1ccc(NC(=O)COC(=O)CCc2nc3ccccc3c(=O)[nH]2)c(OC)c1 | 8 | 1 | 0 | 1 | -5 | 1 | -8 | -5 | 4 | -6
CC(=O)Nc1ccc(S(=O)(=O)NCCC(=O)N2CCN(C(c3ccccc3)c3ccccc3)CC2)cc1 | -15 | 0 | 2 | 0 | -12 | -10 | 10 | -5 | -5 | -2
O=C(Cn1c(=O)sc2ccccc21)Nc1ccccc1 | -1 | -1 | -1 | 1 | -3 | 2 | 4 | -2 | 2 | -6
COc1ccc(S(=O)(=O)N(C)c2ccc(C(=O)N3CCN(C)CC3)cc2)cc1 | 2 | 1 | -1 | -9 | 0 | 9 | 2 | 1 | 1 | 4
N#Cc1c2n(c3c(=O)[nH]cnc13)CCCC2 | 5 | 1 | -3 | -3 | 1 | -2 | 4 | -1 | 3 | -1
O=C(NCCCn1ccnc1)c1cccc(S(=O)(=O)NCc2ccccc2)c1 | 1 | 3 | -3 | 2 | -3 | 8 | 4 | 0 | 2 | -1
COc1cc(/C=N/NC(=O)CCn2c3ccccc3c3ccccc32)ccc1O | -11 | 1 | 0 | 16 | -11 | -6 | 0 | 18* | 2 | -2
Cc1cccnc1NC(=O)/C=C/c1ccc2c(c1)OCO2 | 11 | 23* | 0 | -2 | 4 | -13 | -4 | 1 | 6 | 3
CCCOc1ccc(Cc2c(Cl)nc(SC)nc2NC)cc1 | -39 | -2 | 0 | -1 | 2 | -26 | 2 | -10 | -2 | 2
COC(=O)[C@]12C[C@H](CC(=O)N3CCCC3)C(=O)N(CCc3ccc(OC)c(OC)c3)C1=C[C@H](C1CCCC1)O[C@@H]2C | . | -2 | 1 | 1 | 1 | 0 | . | 1 | -3 | -4
Cc1nnsc1NC(=O)OCC(C)C | -1 | 4 | 1 | -4 | -6 | -4 | -7 | 1 | -3 | -10
CC1=C(C(N)=O)C(c2ccccc2[N+](=O)[O-])n2ncnc2N1 (stereo not given) | 3 | -10 | 11 | 0 | 2 | 4 | -3 | 5 | -9 | 0
CC1Oc2ccccc2N(CC(=O)N2CCc3ccccc32)C1=O (stereo not given) | 5 | 1 | -1 | 1 | 1 | 3 | 0 | 2 | 1 | 4
COc1ccc(C2Nc3ccc(Br)cc3C(c3ccccc3)N2CC(=O)O)cc1 (stereo not given) | 1 | 0 | 0 | 1 | -4 | 11 | 6 | -2 | -6 | 1
Cc1noc(C)c1S(=O)(=O)N1CCCC(C(=O)NCCc2ccc(Cl)cc2)C1 (stereo not given) | 1 | 5 | 1 | -3 | -4 | -4 | -2 | 0 | 5 | -1
C=CCC[C@H](Cc1ccc(F)cc1)C(=O)OC[C@H](C)NC(=O)[C@H](CC=C)CC(=O)N(CCO)Cc1ccccc1 | -13 | -3 | 2 | -8 | -4 | 0 | 3 | 4 | 1 | 1
COC(=O)[C@H](Cc1ccccc1)NC(=O)N(C)Cc1ccccc1 | 3 | 0 | 1 | 2 | -2 | -1 | -1 | -3 | -2 | -1
